M. tuberculosis HTS: M. tuberculosis growth inhibition, HTS (AID 449762). M. tuberculosis H37Rv growth inhibition, 7H9 media; higher % means a stronger effect. one-dose inhibition, % at 25 µM; IC50 in µM for titrated hits. hit rate 0.59% among 330,000; in the data active = a potency from the dose series; inconclusive = inhibition above about 70% without an active follow-up result;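 note: bacterial growth assessed after seven days of incubation; strong numbers were not always called active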
inhibitors of VEEV: inhibitors of VEEV TC-83 cytopathic effect, confirmation, Vero cells (AID 588727); hit rate 0.13% among 350,000; inhibition, % at 20 µM; hits with a dose series show IC50 in µM; Vero cells, VEEV TC-83 cytopathic effect inhibition; higher % means a stronger effect; in the data active = a potency from the dose series; inconclusive = inhibition mostly from about 14% at the one dose, without a potency; inactive = the rest, 99 in 100 with inhibition below about 12%; note: strong numbers were not always called active
PhoP GFP inhibition: PhoP regulon inhibitors, Salmonella typhi PhoP promoter GFP reporter, confirmatory (AID 1850); Salmonella Typhi PhoP-promoter GFP reporter, fluorescence, 4 h; higher % means a stronger effect; inhibition, % at 50 µM; hits with a dose series show IC50 in µM; hit rate 0.33% among 310,000; in the data active = a potency from the dose series; inconclusive = inhibition mostly from about 25% at the one dose, without a potency; inactive = the rest, 99 in 100 with inhibition below about 19%;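 note: 0% = induced wells with vehicle and 100% = uninduced wells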
M. tuberculosis: growth inhibition of non-replicating M. tuberculosis (AID 488890). Mycobacterium tuberculosis non-replicating, growth inhibition; higher % means a stronger effect. inhibition, % at 25 µM; hits with a dose series show IC50 in µM. hit rate 0.39% among 320,000; in the data active = a potency from the dose series; inconclusive = inhibition mostly from about 82% at the one dose, without a potency; inactive = the rest, 99 in 100 with inhibition below about 76%;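 note: plate controls were DMSO cells for no effect and high antibiotic wells for full effect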
H1N1 NS1A inhibition: H1N1 influenza NS1A inhibitors, functional cell based assay (AID 504329); NS1A functional cell-based assay, percent inhibition; higher % means a stronger effect; inhibition, % at 12.5 µM, or IC50 in µM where a hit was titrated; hit rate 0.3% among 340,000; in the data active = a potency from the dose series; inconclusive = inhibition above about 27% without an active follow-up result; note: strong numbers were not always called active
* hit, by the source's call; i = inactive; ? = inconclusive; . = not tested or not shown.

SMILES	M. tuberculosis HTS	inhibitors of VEEV	PhoP GFP inhibition	M. tuberculosis	H1N1 NS1A inhibition
O=C(CCCn1c(SCC(=O)NC2CCCCC2)nc2ccccc2c1=O)NCC1CCCO1 (configuration not stated)	-12%	3.2%	-13%	7%	2%
COc1ccc(CCNC(=O)COC(=O)Cc2ccccc2)cc1	7%	2.0%	1%	53%	-5%
O=C(NCC(=O)N1CCN(S(=O)(=O)c2ccccc2C(F)(F)F)CC1)c1sc2ccccc2c1Cl	2%	i	-2%	-11%	2%
CCOC(=O)N1CCN(c2ccc3nnnn3n2)CC1	-5%	1.2%	1%	5%	-5%
CCOc1ccc(CC2S/C(=N/c3ccccn3)NC2=O)cc1 (configuration not stated)	-1%	1.2%	-3%	?	-6%
COc1ccc(-c2nnn(CC(=O)N(C3CCCC3)C(C)C(=O)NC3CCCC3)n2)cc1OC (configuration not stated)	-14%	3.2%	3%	45%	3%
O=C(O)COc1ccccc1/C=N/NC(=O)CSc1nnc(SCc2ccc(Cl)cc2)s1	-2%	i	3%	65%	-10%
CC(=O)c1ccc(-n2c(-c3cc(-c4ccco4)[nH]n3)n[nH]c2=S)cc1	-8%	7.8%	6%	-30%	0%
Cc1ccc(NC(=O)Nc2ccccc2)c(Br)c1	-7%	3.4%	-3%	2%	15%
COc1ccc2nc(NC(=O)c3ccccc3-c3ccccc3C(=O)O)sc2c1	4%	1.8%	4%	77%	-5%
Cc1nc2nc(SCc3ccccc3)nn2c(C)c1C	2%	i	.	-16%	-23%
O=C(CCCn1c(=S)[nH]c2cc3c(cc2c1=O)OCO3)N1CCN(C2CCCCC2)CC1	2%	2.3%	-7%	7%	1%
O=C(c1ccc2n[nH]nc2c1)N1CCN(c2ccc(C(F)(F)F)cn2)CC1	4%	6.8%	.	15%	-4%
Cc1c(CC(=O)N2CCN(C(=O)C3COc4ccccc4O3)CC2)c(=O)oc2cc(O)cc(O)c12 (configuration not stated)	2%	2.6%	9%	27%	4%
Cn1c(SCC(=O)Nc2ccccc2F)nc2c(c1=O)SCC2	-13%	5.6%	-8%	31%	-7%
CCCCn1nnnc1SCC(=O)N1CCOCC1	-2%	3.4%	6%	-2%	3%
O=C(CN1CCCSc2ccccc21)N1CCN(S(=O)(=O)c2ccccc2)CC1	.	4.4%	.	.	-10%
Cc1ccc(S(=O)(=O)Cn2nnnc2C(c2ccc(F)cc2)N2CCC(C(N)=O)CC2)cc1 (configuration not stated)	-6%	0.1%	6%	2%	-11%
COc1ccc(-n2nc(C(=O)NCC(=O)Nc3cccc(NC(C)=O)c3)c3ccccc3c2=O)cc1	-6%	7.7%	-5%	-19%	7%
Cc1ccc(OCCNC(=O)CCC(=O)N2CCOCC2)cc1	-7%	0.6%	2%	-8%	-8%

At a glance, 11 of the compounds above:
SMILES	M. tuberculosis HTS	inhibitors of VEEV	PhoP GFP inhibition	M. tuberculosis	H1N1 NS1A inhibition
COc1ccc2nc(NC(=O)c3ccccc3-c3ccccc3C(=O)O)sc2c1	4%	1.8%	4%	77%	-5%
Cc1nc2nc(SCc3ccccc3)nn2c(C)c1C	2%	i	.	-16%	-23%
O=C(CCCn1c(=S)[nH]c2cc3c(cc2c1=O)OCO3)N1CCN(C2CCCCC2)CC1	2%	2.3%	-7%	7%	1%
O=C(c1ccc2n[nH]nc2c1)N1CCN(c2ccc(C(F)(F)F)cn2)CC1	4%	6.8%	.	15%	-4%
Cc1c(CC(=O)N2CCN(C(=O)C3COc4ccccc4O3)CC2)c(=O)oc2cc(O)cc(O)c12 (configuration not stated)	2%	2.6%	9%	27%	4%
Cn1c(SCC(=O)Nc2ccccc2F)nc2c(c1=O)SCC2	-13%	5.6%	-8%	31%	-7%
CCCCn1nnnc1SCC(=O)N1CCOCC1	-2%	3.4%	6%	-2%	3%
O=C(CN1CCCSc2ccccc21)N1CCN(S(=O)(=O)c2ccccc2)CC1	.	4.4%	.	.	-10%
Cc1ccc(S(=O)(=O)Cn2nnnc2C(c2ccc(F)cc2)N2CCC(C(N)=O)CC2)cc1 (configuration not stated)	-6%	0.1%	6%	2%	-11%
COc1ccc(-n2nc(C(=O)NCC(=O)Nc3cccc(NC(C)=O)c3)c3ccccc3c2=O)cc1	-6%	7.7%	-5%	-19%	7%
Cc1ccc(OCCNC(=O)CCC(=O)N2CCOCC2)cc1	-7%	0.6%	2%	-8%	-8%

(more compounds)
SMILES	M. tuberculosis HTS	inhibitors of VEEV	PhoP GFP inhibition	M. tuberculosis	H1N1 NS1A inhibition
O=C(Nc1cccc(F)c1)C1CCN(S(=O)(=O)c2cnc[nH]2)CC1	0%	3.2%	3%	-3%	3%
COc1ccc(-c2nnc(SCc3ccccc3)n2N)cc1	-4%	0.4%	-15%	6%	3%
N#Cc1ccsc1NC(=O)COC(=O)c1cc2ccccc2cc1O	-1%	2.4%	-17%	7%	8%
COc1ccc(NS(=O)(=O)c2cc(NC(=O)c3ccc(S(=O)(=O)N(C)C)cc3)ccc2N2CCOCC2)cc1	-2%	10%	.	35%	-15%
CCN(CC)C(=O)c1sc(NC(=O)c2ccoc2C)c(C(=O)OC)c1C	3%	1.8%	5%	20%	-11%
NC(=S)N/N=C/c1ccccc1O	69%	0.6%	10%	?	14µM*
Cc1cc(=O)n(CC(=O)O)c2ccccc12	2%	1.5%	-3%	-14%	-8%
COc1ccc(C(c2sc3nc(C)nn3c2O)N2CCCCC2)cc1 (configuration not stated)	-1%	2.2%	-8%	-13%	7%
CCCCNC(=O)CSc1nnc(Cc2ccccc2)n1CC	1%	2.3%	2%	8%	-2%
CN(C(=O)COC(=O)c1ccc[nH]c1=O)C1CCCCC1	-8%	1.4%	-19%	-9%	-3%
COc1cc2c(C(=O)N(C)c3ccc(F)cc3)cn(C)c(=O)c2cc1OC	-9%	i	4%	-18%	-2%
COc1cccc(C2CC(c3ccccc3OC)n3ncnc3N2)c1 (configuration not stated)	-5%	0.4%	-8%	20%	-4%
CC1(C)C(=O)C2(CCCC2)C(=O)OC1c1ccco1 (configuration not stated)	-7%	0.3%	0%	-11%	-2%
CCOC(=O)N1CCC(NC(=O)CCc2cn(C)c3ccccc23)CC1	-10%	4.7%	-3%	-2%	2%
CC(C)NC(=S)NCc1cccnc1	-15%	0.6%	-12%	-1%	-6%
O=C(Nc1nnc(S(=O)(=O)N2CCCCC2)s1)c1ccccc1Br	-5%	1.6%	0%	13%	-9%
CC(/C=N/NC(=O)c1n[nH]c2c1CCC2)=C\c1ccccc1	-8%	26%	4%	20%	4%
COc1ccc(NS(=O)(=O)c2cccc(C(=O)N/N=C/c3ccc4c(c3)OCCO4)c2)cc1	-2%	i	-5%	-6%	7%
COCCn1c(SCC(=O)Nc2sccc2C(N)=O)nc2cc(Cl)ccc2c1=O	1%	4.5%	-13%	13%	-2%
COc1ccc2ccc(OC)c(/C=N/n3cnnc3)c2c1	3%	0.2%	5%	-1%	2%
COc1ccccc1-c1coc2c(CN3CCCC(C)C3)c(O)ccc2c1=O (configuration not stated)	-8%	0.7%	-8%	-8%	-30%
CN(CCc1ccccc1)C(=O)c1ccc(NC(=O)Cc2cccc(NC(=O)C3CCN(C(=O)C4CCCCC4)CC3)c2)cc1	.	0.4%	.	.	-6%
O=C(NCCO)c1ccc(-c2nnc(N3CCOCC3)c3ccccc23)cc1	-3%	6.9%	8%	-7%	-2%
C#CCn1ccc(O)c(Cc2c(F)cccc2Cl)c1=O	-2%	0.3%	12%	-6%	-5%
CC(C)(C)NC(=O)NC(=O)Cn1cc(C(F)(F)F)ccc1=O	-12%	4.2%	0%	-16%	14%
CCN(CC)Cc1c(O)ccc2c(=O)c(Oc3ccccc3OC)coc12	-6%	1.7%	6%	-1%	-9%
C=CCN1C(=O)c2oc3ccccc3c(=O)c2C1c1ccc(O)c(OC)c1 (configuration not stated)	1%	2.1%	3%	.	7%
CCC(Sc1nc2ccccc2c(=O)n1CC1CCCO1)C(=O)NCc1cccnc1 (configuration not stated)	-2%	i	-10%	9%	-10%
CCOC(=O)C(=O)Cc1nc2ccccc2s1	-7%	2.1%	0%	6.5µM*	12%
N#CCc1ccc(NC(=O)/C=C/c2ccc([N+](=O)[O-])o2)cc1	.	i	.	.	7%
O=c1cccc2c1c1cc[nH]c3ccc(=O)n2c31	-6%	7.3%	12%	-5%	1%
Cc1ccccc1-n1c(=O)cc(N2CC(C)OC(C)C2)[nH]c1=O (configuration not stated)	.	0.5%	1%	.	-9%
Cc1ccccc1C(=O)/C=C1/c2ccccc2CC(C)(C)N1C	0%	0.1%	5%	33%	6%
CCc1ccc(CCC(=O)Nc2nnc(CC)s2)o1	-7%	2.1%	-8%	13%	11%
CCn1nccc1C(=O)Nc1cccc(C)c1C	3%	0.6%	8%	.	-1%
COc1ccccc1C(=O)Nc1ccc(Cc2ccncc2)cc1	-1%	2.3%	-3%	35%	-5%
CSCCC(=O)NC1CC(C)(C)Cc2c1cnn2-c1ccccc1C (configuration not stated)	0%	0.1%	0%	-8%	0%
O=C(NNC1=C(C(=O)C(F)(F)F)CCC1)c1ccc(Br)cc1	35%	1.4%	12%	?	1%
Cc1ccc(N/N=C2\CS(=O)(=O)N(C)c3ccsc32)cc1	?	0.8%	-2%	0.31µM*	1%
C=CCc1cc(S(=O)(=O)c2ccc(O)c(CC=C)c2)ccc1O	-3%	1.6%	1%	-8%	10%
CC(NC(=O)CN1C(=O)NC2(CCc3ccccc32)C1=O)c1ccc2c(c1)OCCO2 (configuration not stated)	-8%	1.6%	.	-5%	-11%
COc1cccc(/C=N/NC(=O)CNC(=O)c2cccnc2)c1O	6%	0.6%	-1%	1%	23%
COc1ccc(C)cc1NC(=O)CN1CCN(S(=O)(=O)c2ccc(F)cc2)CC1	5%	7.6%	-1%	6%	-6%
COc1cc(/C=C2\S/C(=N/S(=O)(=O)c3ccc(C)cc3)NC2=O)c([N+](=O)[O-])cc1OC	-3%	1.1%	-13%	11%	-13%
Cc1cccc(-c2nc3ccc(C(=O)NCCN4CCN(C)CC4)cc3nc2-c2cccc(C)c2)c1	?	i	-1%	69%	21%
COc1cc2c(c(OC)c1OC)-c1ccc(SC)c(=O)cc1C(NC=O)CC2 (configuration not stated)	.	4.2%	.	.	-24%
OCC1C2c3ccccc3C(c3ccccc32)C1CO (configuration not stated)	5%	i	-1%	12%	-12%
Cc1ccc(NC(=O)c2n[nH]c(=O)c3ccccc23)cc1S(=O)(=O)N1CCOCC1	3%	0.7%	.	-13%	-14%
Cc1ccc(S(=O)(=O)N2CCCCC2)cc1NC(=O)c1ccccc1Cl	-9%	i	.	24%	-11%
O=S(=O)(c1ccccc1)N1CCN=C1SCc1cccnc1	11%	0.4%	-2%	14%	-7%
(continued)
SMILES	M. tuberculosis HTS	inhibitors of VEEV	PhoP GFP inhibition	M. tuberculosis	H1N1 NS1A inhibition
CCC(=O)Nc1cccc(C2=NOC3(C2)C[C@H](C(N)=O)N(C(=O)CC#N)C3)c1 (some centres not stated)	2%	i	12%	-3%	9%
O=S(=O)(c1ccccc1)N1CCN(S(=O)(=O)c2ccc(F)cc2)CC1	2%	0.8%	-1%	2%	-8%
O=C(CN(c1cc(C(F)(F)F)ccc1Cl)S(=O)(=O)c1ccccc1)NCc1cccnc1	-4%	5.5%	5%	4%	-3%
CC1=C(C(=O)OCc2ccccc2)C(/C=C/c2ccccc2)N2C(=O)CCSC2=N1 (configuration not stated)	5%	7.7%	4%	17%	4%
O=C(CCl)NC1CCCc2ccccc21 (configuration not stated)	?	?	25%	69%	2%
O=C1C(O)CCN1C1CCCCC1 (configuration not stated)	.	0.7%	.	.	-2%
COc1cc2c(cc1OC)C(C)N(CCN1C(=O)c3ccccc3C1=O)CC2 (configuration not stated)	-3%	0.6%	7%	-9%	-4%
Cc1ccccc1S(=O)(=O)c1c(C)cc(C)n(C)c1=O	-6%	0.1%	5%	3%	4%
COc1ccc(CCn2c(=O)c3cccnc3n(Cc3cccc([N+](=O)[O-])c3)c2=O)cc1OC	1%	i	-7%	0%	-4%
C=CCn1c(Cc2cccs2)nnc1SCC(=O)Nc1cccc(OC)c1	-4%	1.1%	3%	17%	2%
CCN1CCN(C(=O)N(c2ccccc2)c2ccccc2)CC1	-9%	0.6%	-3%	-28%	-10%
COCC(C)n1c(SCC(=O)N2CC(=O)Nc3ccccc32)nc2ccccc2c1=O (configuration not stated)	10%	8.7%	.	13%	-9%
Cc1ccc2nc3n(c(=O)c2c1)-c1ccccc1C(=O)NC3Cc1ccccc1 (configuration not stated)	-7%	.	.	20%	.
O=C(Nc1ccc(F)cc1)c1ccccc1F	2%	0.1%	-2%	7%	-7%
COC(=O)CC(NC(=O)c1ccco1)c1cccc2ccccc12 (configuration not stated)	-11%	3.5%	-4%	-4%	9%
Cc1c([N+](=O)[O-])c([N+](=O)[O-])nn1CC(=O)N1CCOCC1	6%	0.1%	-2%	.	4%
